MsrA inhibitor: bovine MsrA enzyme inhibitors, primary screen, biochemical, absorbance, HTS. AID 651718, 2012. inhibition, % at 15.5 µM. 360,000 compounds, 0.75% hits. Methionine sulfoxide reductase A (Bos taurus). purified bovine MsrA, absorbance read-out; in the data active means inhibition above about 4.5%;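 further: 0% = vehicle wells with enzyme and 100% = reference inhibitor wells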
eLon inh: inhibitors of E. coli Lon protease, primary screen, biochemical, fluorescence polarization | P0A9M0 | purified E. coli Lon protease | inhibition, % at 7.94 µM | 360,000 compounds, 0.42% hits | AID 602123, 2011; in the data active means inhibition above about 13%, passing the limit was not always enough;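 further: 0% = enzyme with probe and DMSO and 100% = no enzyme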
Target sequence (P0A9M0 whole entry, looked up): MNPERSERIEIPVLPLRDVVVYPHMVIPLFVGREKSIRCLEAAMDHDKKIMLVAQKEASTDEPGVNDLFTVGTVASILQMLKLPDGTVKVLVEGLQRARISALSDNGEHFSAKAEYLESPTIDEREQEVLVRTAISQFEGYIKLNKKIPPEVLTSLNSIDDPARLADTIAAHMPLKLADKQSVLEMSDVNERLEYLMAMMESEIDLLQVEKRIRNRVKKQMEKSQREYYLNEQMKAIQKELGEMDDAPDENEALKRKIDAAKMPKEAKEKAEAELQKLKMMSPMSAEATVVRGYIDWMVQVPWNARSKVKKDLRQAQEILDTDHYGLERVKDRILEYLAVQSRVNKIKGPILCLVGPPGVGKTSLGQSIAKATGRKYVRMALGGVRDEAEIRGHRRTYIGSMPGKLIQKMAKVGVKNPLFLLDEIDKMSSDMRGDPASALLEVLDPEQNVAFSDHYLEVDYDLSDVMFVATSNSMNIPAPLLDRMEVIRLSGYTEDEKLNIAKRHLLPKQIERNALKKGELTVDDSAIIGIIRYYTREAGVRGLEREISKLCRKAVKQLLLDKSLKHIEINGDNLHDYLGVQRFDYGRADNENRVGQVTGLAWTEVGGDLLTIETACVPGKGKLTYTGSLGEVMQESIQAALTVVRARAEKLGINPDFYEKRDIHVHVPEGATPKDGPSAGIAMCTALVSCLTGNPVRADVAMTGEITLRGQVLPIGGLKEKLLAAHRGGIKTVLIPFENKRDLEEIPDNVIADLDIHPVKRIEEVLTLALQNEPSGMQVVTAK
MLLE-PAM2 inh: inhibitors of PABP1 MLLE–PAM2 peptide binding, primary screen, biochemical, fluorescence polarization, FITC-PAM2, GST-MLLE; AID 588489, 2011; inhibition, % at 20 µM; Polyadenylate-binding protein 1 (Homo sapiens), P11940; 360,000 compounds, 0.36% hits; in the data active means inhibition above about 35%, passing the limit was not always enough;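 further: plate controls were DMSO wells with GST-MLLE for no effect and wells lacking GST-MLLE protein for full effect; some results filed as inactive read as strong as hits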
CSN inh: inhibitors of CSN-mediated cullin deneddylation, primary screen, biochemical, fluorescence polarization, uHTS; COP9 signalosome complex subunit 5 (Homo sapiens), Q92905; Purified CSN, SCF-Nedd8-OG deneddylation; inhibition, % at 12.5 µM; 360,000 compounds, 0.38% hits; AID 651999, 2013;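 active means pattern-corrected inhibition above about 35%, with an unprinted fluorescence ratio check between 0.5 and 1.5, limit read from the data, passing the limit was not always enough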;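 further: 0% = enzyme with substrate and 100% = substrate without enzyme; some results filed as inactive read as strong as hits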
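Material: human Csn5 produced in HEK293T cells; Input: enzyme 0.24 nM; Reagent: SCFSkp2-Nedd8OG substrate at 10 nM final; Dosing: 12.5 µM compound; Incubation: 90 min reaction at room temperature; Detection: fluorescence polarization of the substrate; Evaluation: % inhibition of substrate cleavage by Csn5; Control set: substrate-only high control, full reaction low control.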
FAS TE block: FAS thioesterase domain inhibitors, primary screen, biochemical, fluorescence intensity, uHTS; inhibition, % at 15 µM; 360,000 compounds, 0.67% hits; Fatty acid synthase (Homo sapiens), P49327; AID 602261, 2012; recombinant FAS-TE, OMFH fluorogenic substrate, fluorescence endpoint;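 active means compounds whose normalised, plate-corrected inhibition of enzyme fluorescence in the single-dose primary screen is 50% or more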;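 further: 0% = DMSO with enzyme and 100% = substrate without enzyme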
bovine MsrA act: bovine MsrA enzyme activators, primary screen, biochemical, absorbance, HTS | purified bovine MsrA, absorbance read-out | Methionine sulfoxide reductase A (Bos taurus) | 360,000 compounds, 0.3% hits | AID 602163, 2012 | activation, % at 10.6 µM; in the data active means activation above about 7.5%;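 further: 0% = vehicle and 100% = reference activator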
Rin1-Abl PPI inh: inhibitors of Rin1-Abl protein binding, primary screen, biochemical, TR-FRET; Tyrosine-protein kinase ABL1 (Homo sapiens) + Ras and Rab interactor 1 (Homo sapiens), …; inhibition, % at 7.35 µM; 360,000 compounds, 0.4% hits; in the data active means inhibition above about 5%, passing the limit was not always enough
MT1-MMP act inh: blockers of MT1-MMP proenzyme processing, primary screen, HT1080 RFP-PRO-GFP cells, GFP/RFP fluorescence; Matrix metalloproteinase-14 (Homo sapiens), P50281; GFP/RFP ratio fluorescence, overnight; percent of plate control window, DMSO zero; GFP/RFP ratio change, % at 20 µM; 360,000 compounds, 0.061% hits; AID 651647, 2012;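 active means GFP/RFP ratio change of at least 30% with cell ATP level not reduced by more than half and red fluorescence within 50% of control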; further: strong numbers were not always called active
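Material – HT1080 RFP-PRO-GFP cells · Control set – DMSO wells and RFP-L50D-GFP cells · Incubation – overnight cell settling, then overnight compound exposure, 37 °C, 5% CO2 · Compound dosing – single-point 20 µM compound, 1% DMSO · Read-out – GFP/RFP fluorescence ratio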
Rpn11 block: Rpn11 (PSMD14) deubiquitinase inhibitors, primary screen, biochemical, fluorescence polarization, uHTS; human 26S proteasome, Ub4-pepOG fluorescence polarization; 20S core pre-blocked with epoxomicin; 360,000 compounds, 0.59% hits; calls only at 20 µM;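 active means inhibition at 20 µM, scaled to each plate's controls, above about 33%, limit read from the data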
Target sequence (O00487 whole entry, looked up): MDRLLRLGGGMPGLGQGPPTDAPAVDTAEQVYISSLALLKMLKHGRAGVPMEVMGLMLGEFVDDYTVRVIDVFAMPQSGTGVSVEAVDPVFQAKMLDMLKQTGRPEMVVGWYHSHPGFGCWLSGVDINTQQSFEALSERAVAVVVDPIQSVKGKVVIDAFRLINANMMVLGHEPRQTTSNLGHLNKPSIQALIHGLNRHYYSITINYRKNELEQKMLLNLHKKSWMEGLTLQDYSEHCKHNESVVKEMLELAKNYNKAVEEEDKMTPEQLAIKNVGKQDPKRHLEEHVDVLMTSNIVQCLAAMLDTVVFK
Numbers without * were called inactive; i = inactive; . = no result given.

SMILES	MsrA inhibitor	eLon inh	MLLE-PAM2 inh	CSN inh	FAS TE block	bovine MsrA act	Rin1-Abl PPI inh	MT1-MMP act inh	Rpn11 block
Cc1ccc(NC(=O)CC(C(=O)O)c2ccccc2)cc1 (stereo not given)	0.6	5	-2	-16	-10	-8	3	4	i
C/C(=N/OC(=O)c1c(-c2ccccc2Cl)noc1C)c1cnccn1	-0.2	-16	3	7	4	1	-1	2	i
CCOc1ccc(-c2nc3scc(-c4cccs4)c3c(=O)[nH]2)cc1	-0.7	0	6	7	-3	-1	2	-2	i
COC(=O)CN(c1cc(Cl)ccc1OC)S(=O)(=O)c1ccc(C)cc1	-0.7	2	3	-1	20	-1	-3	0	i
COc1cccc(OCCCOc2ccc([N+](=O)[O-])cc2Cl)c1	-1.3	-7	-10	-4	12	-7	-1	-1	i
Cc1oc(/C=N/NC(=O)CN(c2ccccc2Br)S(C)(=O)=O)cc1Br	0.7	6	9	-4	5	-6	0	-3	i
CCOc1ccc(S(=O)(=O)n2cc(F)c(=O)[nH]c2=O)cc1[N+](=O)[O-]	0.9	-6	0	2	-1	-2	6	-1	i
Cc1ccc(-c2cccc(NC(=O)C3C4C=CC(C4)C3C(=O)O)c2)o1 (stereo not given)	-0.3	-6	9	3	-2	-2	-5	0	i
CCOC(=O)C1C2C=CC(CC2)N1c1ccccc1 (stereo not given)	0.8	9	7	4	0	1	0	2	i
CC(NC(=S)NCCc1ccccc1)C(c1cccs1)N1CCN(Cc2ccccc2)CC1 (stereo not given)	-1.5	-1	-79	-3	24	3	0	-4	i
CCC(C)N(C(=O)COc1ccccc1C#N)C1CCS(=O)(=O)C1 (stereo not given)	-0.2	-2	2	0	-9	-2	0	1	i
COc1cccc(NC(=S)/C(=C(\[O-])c2ccc([N+](=O)[O-])cc2)[n+]2ccccc2)c1	0.9	11	-8	1	-4	-2	-2	1	i
O=C(Cc1ccc(S(=O)(=O)N2CCOCC2)s1)N1CCN(S(=O)(=O)c2ccc(Cl)cc2)CC1	-0.6	-7	-3	-2	34	-5	0	1	i
CCCC(=O)Nc1ccc(C(=O)n2nnc3ccccc32)cc1	0.8	-2	18	8	24	-3	-1	-3	i
Cc1ccc2nc(-c3ccccc3)cc(C(=O)N(C)CC(=O)Nc3ccccc3Br)c2c1	2.8	-1	-9	3	16	-4	-2	1	i
Cc1ccc(Cn2ccc(=O)c(OCc3ccccc3)c2C)cc1	-1.3	-13	12	1	2	4	-4	-3	i
CCOC(=O)N1CCN(c2nc(C(F)(F)F)nc3c(C)cc(C)cc23)CC1	-1.2	2	0	0	24	-4	1	-8	i
CCOC(=O)Nc1nnc(-c2ccc(OC)cc2)s1	-0.4	0	-12	-1	-6	-2	1	4	i
COc1ccc(OC)c(NC(=O)CSc2nc3n[nH]c(C)c3c(=N)n2-c2cccc(Cl)c2C)c1	-0.9	7	-5	-5	17	-4	-3	0	i
COc1ccc(CN(C)C(=O)c2cc(S(=O)(=O)Nc3ccccc3F)ccc2C)c(OC)c1	2.9	5	0	6	-1	-12	5	1	i
CCC(C)NC(=O)/C(=C/c1ccco1)c1ccccc1 (stereo not given)	1.3	-5	1	7	-2	2	-2	-9	i
COc1ccc(NC(=O)Nc2cccc3c2O[C@H](CN(C)C(=O)Nc2ccccc2)[C@@H](C)CN([C@H](C)CO)C3=O)cc1	0.1	-7	-7	-3	48	-3	2	3	i
COc1ccc(CNC(=O)CNC(=O)[C@@H]2Cc3ccccc3CN2)cc1	-1.3	-11	2	1	-6	-4	1	0	i
N#Cc1cccc(NC(=O)Cn2cnc(S(=O)(=O)N3CCCC3)c2)c1	-1.0	2	0	-2	-2	-5	-2	1	i
CCOc1ccccc1C=C1CCc2ccccc2C1=O	0.8	-6	13	-2	17	-3	2	0	i
CCOC(=O)[C@]12CCCC=C1N(Cc1ccco1)C(=O)[C@H](CC(=O)N1CCN(C(=O)C3CC3)CC1)C2	-1.4	9	.	-1	-19	0	.	6	.
CS(=O)(=O)Nc1ccc(C2=NN(S(C)(=O)=O)C(c3cccs3)C2)cc1 (stereo not given)	-0.2	1	-22	2	-7	-3	6	-7	i
Cc1cc(=O)oc2c(C)c(OCC(=O)c3ccccc3)ccc12	0.9	-5	-5	0	-3	-5	3	-1	i
O=C(c1ccc(Cl)cc1)C(CN1CCCC1)c1ccccc1 (stereo not given)	-0.4	7	11	8	-5	-3	-1	-8	i
CCn1c(CNC(=O)c2ccccc2F)nnc1SCC(=O)NC1CCCCC1C (stereo not given)	-0.1	3	-18	1	-4	-1	-1	-1	i
CCCC(=O)Nc1ccc(-c2nc3ncccc3o2)cc1	0.6	-7	6	-1	-7	-12	-1	4	i
C/C(N)=C(/C#N)C(=O)COC(=O)c1ccncc1	0.3	0	-2	5	-4	-2	-3	-2	i
Cc1c(NC(=O)/C(=C\c2ccccc2)NC(=O)c2ccccc2)c(=O)n(-c2ccccc2)n1C	-1.3	2	-11	-4	-8	-7	-1	-2	i
CN(C(=O)CCNC(=O)N1CC(=O)Nc2ccccc21)C1CCCCC1	0.6	-10	-20	2	-4	-2	3	0	i
CN(C)c1nc(N)nc(CSc2nnnn2-c2ccccc2)n1	-0.8	5	-17	-1	-5	-2	-3	1	i
O=C(NC(=S)NC1CCSC1=O)c1cccs1 (stereo not given)	-0.7	-4	24	-3	-8	-10	1	-1	i
O=C(COC(=O)C1CCN(S(=O)(=O)c2ccc3c(c2)OCCO3)CC1)Nc1ccccc1OC(F)F	-0.3	-6	-6	-19	32	-2	-1	-1	i
Cc1ccc(-c2cc(C(F)(F)F)n3ncc(C(=O)N4CCN(C)CC4)c3n2)cc1	1.4	14	-4	-3	-5	-2	0	3	i
CN(C)c1ccc(/C=N/Nc2cc(N3CCOCC3)nc(N3CCOCC3)n2)cc1	0.6	4	-14	-1	41	-1	-1	1	i
CC(C)(C)N(NC(=O)Nc1ccccc1)C(=O)c1ccccc1Cl	-0.8	3	-4	-11	-4	1	2	4	i
Cc1ccc(-c2nc3ccccc3o2)cc1NC(=O)c1ccc2c(c1)OCO2	1.0	0	-12	2	6	-7	-2	0	i
CCc1ccc(CN(C)C(=O)C2CCC(=O)N(CCCN3CCCC3=O)C2)cc1 (stereo not given)	-0.9	13	9	1	-6	-7	3	-1	i
CC1(C(=O)NS(=O)(=O)c2ccc(C#N)cc2)CCN1C(=O)C1(c2ccccc2)CC1 (stereo not given)	0.2	-13	-1	-2	-2	1	-4	-1	i
N#CCCN(Cc1ccncc1)C(=S)NC1CC2C=CC1C2 (stereo not given)	-0.9	0	-36	0	-2	-10	-2	3	i
Cc1ccc(NC(=O)C2CCCN(c3cnccn3)C2)c(C)c1 (stereo not given)	1.7	-3	5	2	-7	-2	0	-1	i
COC(=O)NCC(c1cccnc1)N1CCN(c2ccccc2)CC1 (stereo not given)	-0.9	-5	-6	4	-4	-6	3	2	i
CNS(=O)(=O)c1cccc(C(=O)OCC(=O)Nc2ccc(N3CCCCC3)cc2)c1	0.0	7	10	3	-1	-10	2	4	i
CCOCCCNC(=S)NCCCNc1nc2cc3c(cc2cc1C#N)OCO3	-1.2	10	29	6	-5	-2	0	-8	i
CCN(CC(=O)NCc1cccs1)S(=O)(=O)c1c(F)cccc1F	0.3	0	3	-3	-3	-4	3	-1	i
CN1CCN(c2ccccc2NC(=O)Cn2ncc3c([nH]c4ccccc43)c2=O)CC1	-0.7	-3	4	4	-9	-6	2	-9	i
CCc1ccc(NCc2ccc(OC)c(Cn3ccnc3)c2)cc1	-0.6	5	6	3	-9	-6	0	3	i
CCOC(=O)c1cc(C(=O)OCC)cc(-n2cc(O)c(C(=O)OCC)n2)c1	0.4	-2	8	3	-2	0	-2	5	i
CC1=CC(C)(C)NC(=O)N1c1ccc(C)cc1	0.4	-2	-7	-1	-6	-1	-5	2	i
C=CCNC(=S)Nc1cccc2[nH]ncc12	-1.0	-11	-4	0	-14	-7	-9	1	i
N=c1sccn1CC(=O)Nc1ccc([N+](=O)[O-])cc1Cl	1.1	-4	-5	1	-9	-2	0	0	i
COc1ccnc(Oc2ccc(F)cc2)c1C(=O)N/C=N/OCc1c(Cl)cccc1Cl	-0.6	0	3	-3	30	-1	2	2	i
O=C(CSc1nnc(-c2c[nH]c3ccccc23)o1)c1ccccc1	-0.5	2	-118	0	-4	-2	1	-3	i
CN(C)S(=O)(=O)Oc1ccccc1C(=O)Nc1ccc(F)cc1F	-0.9	-9	10	0	-13	-5	5	-3	i
CCOC(=O)N1CCN(C(=O)COC(=O)c2cccc(S(C)(=O)=O)c2)CC1	-0.2	5	-3	-5	-8	-1	0	5	i
CC(=O)Nc1nnc(CCS(=O)(=O)c2ccc(C)cc2)s1	-0.7	-3	22	1	-6	-10	3	-1	i
Following part.
SMILES	MsrA inhibitor	eLon inh	MLLE-PAM2 inh	CSN inh	FAS TE block	bovine MsrA act	Rin1-Abl PPI inh	MT1-MMP act inh	Rpn11 block
Cc1[nH]c2ccccc2c1C(=O)C(=O)NCC1CCCO1 (stereo not given)	1.8	-7	1	-4	-7	-7	2	-2	i
CC(=Nc1ccccc1)C1=C(O)C(Cc2ccc(F)cc2)NC1=O (stereo not given)	0.2	-10	7	-4	-3	-3	-5	1	i
O=C(NCCc1cccc(C(F)(F)F)c1)C1CCC(=O)N(Cc2ccc(Cl)cc2)C1 (stereo not given)	-0.4	11	10	0	8	1	0	7	i
COCCNC(=S)NCc1ccc2[nH]c3c(c2c1)CCCC3	-0.5	-2	-85	-1	-4	-4	0	5	i
CCOC(=O)c1[nH]c2c(OCC)nc(OCC)nc2c1Br	0.1	-14	5	-4	-8	-2	0	2	i
O=C(CSCc1ccc(Br)cc1)Nc1ccc(S(=O)(=O)N2CCCCCC2)cc1	-0.1	2	12	2	28	-2	2	-19	i
Cc1[nH]c2ccccc2c1SCCNC(=O)c1ccc(S(=O)(=O)N2CCCC2)cc1	-0.1	-1	12	0	10	-1	0	4	i
CNC(=O)/C(C#N)=C/c1c(N(Cc2ccccc2)Cc2ccccc2)nc2ccccn2c1=O	4.2	-4	7	-2	22	-3	-1	-2	i

In the list so far, four contain a nitro group on carbon:
SMILES	MsrA inhibitor	eLon inh	MLLE-PAM2 inh	CSN inh	FAS TE block	bovine MsrA act	Rin1-Abl PPI inh	MT1-MMP act inh	Rpn11 block
COc1cccc(OCCCOc2ccc([N+](=O)[O-])cc2Cl)c1	-1.3	-7	-10	-4	12	-7	-1	-1	i
CCOc1ccc(S(=O)(=O)n2cc(F)c(=O)[nH]c2=O)cc1[N+](=O)[O-]	0.9	-6	0	2	-1	-2	6	-1	i
COc1cccc(NC(=S)/C(=C(\[O-])c2ccc([N+](=O)[O-])cc2)[n+]2ccccc2)c1	0.9	11	-8	1	-4	-2	-2	1	i
N=c1sccn1CC(=O)Nc1ccc([N+](=O)[O-])cc1Cl	1.1	-4	-5	1	-9	-2	0	0	i
